Screening data (PubChem)
PhoP GFP inhibition = PhoP regulon inhibitors, Salmonella typhi PhoP promoter GFP reporter, confirmatory (AID 1850) | Salmonella Typhi PhoP-promoter GFP reporter, fluorescence, 4 h; higher % means a stronger effect | inhibition, % at 50 µM, or IC50 in µM where a hit was titrated | 0.33% of 310,000 active; in the data active means a potency from the dose series; inconclusive means inhibition mostly from about 25% at the one dose, without a potency; inactive means the rest, 99 in 100 with inhibition below about 19%;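 further: 0% = induced wells with vehicle and 100% = uninduced wells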
H1N1 NS1A inhibition = H1N1 influenza NS1A inhibitors, functional cell based assay (AID 504329); NS1A functional cell-based assay, percent inhibition; higher % means a stronger effect; one-dose inhibition, % at 12.5 µM; IC50 in µM for titrated hits; 0.3% of 340,000 active; in the data active means a potency from the dose series; inconclusive means inhibition above about 27% without an active follow-up result; further: strong numbers were not always called active
M. tuberculosis HTS = M. tuberculosis growth inhibition, HTS (AID 449762); inhibition, % at 25 µM; hits with a dose series show IC50 in µM; M. tuberculosis H37Rv growth inhibition, 7H9 media; higher % means a stronger effect; 0.59% of 330,000 active; in the data active means a potency from the dose series; inconclusive means inhibition above about 70% without an active follow-up result;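 further: bacterial growth assessed after seven days of incubation; strong numbers were not always called active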
VEEV TC-83 Vero = inhibitors of VEEV TC-83 cytopathic effect, confirmation, Vero cells (AID 588727) | Vero cells, VEEV TC-83 cytopathic effect inhibition; higher % means a stronger effect | 0.13% of 350,000 active | one-dose inhibition, % at 20 µM; IC50 in µM for titrated hits; in the data active means a potency from the dose series; inconclusive means inhibition mostly from about 14% at the one dose, without a potency; inactive means the rest, 99 in 100 with inhibition below about 12%; further: strong numbers were not always called active
tuberculosis growth = growth inhibition of non-replicating M. tuberculosis (AID 488890). Mycobacterium tuberculosis non-replicating, growth inhibition; higher % means a stronger effect. inhibition, % at 25 µM; hits with a dose series show IC50 in µM. 0.39% of 320,000 active; in the data active means a potency from the dose series; inconclusive means inhibition mostly from about 82% at the one dose, without a potency; inactive means the rest, 99 in 100 with inhibition below about 76%;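 further: plate controls were DMSO cells for no effect and high antibiotic wells for full effect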
VEEV TC-83 Vero 10K pilot screen = recorded beside VEEV TC-83 Vero, whose call it bears; inhibition, %; measured here: 10K pilot screen inhibition
An asterisk follows results filed as active; i = inactive; ? = inconclusive; nt = no result given; & = joins results of further samples.

SMILES	PhoP GFP inhibition	H1N1 NS1A inhibition	M. tuberculosis HTS	VEEV TC-83 Vero	tuberculosis growth	others
CC1(C)CC(=O)c2cnc3c(C#N)cnn3c2C1	3%	0%	0%	4.9%	-13%
CC(=O)NC1C(Oc2ccc(C)cc2)OC2COC(c3ccco3)OC2C1O (configuration not stated)	-3%	-5%	4%	0.7%	-4%
Cc1c(OCC(=O)N2CCC(C(=O)NCCCC(=O)O)CC2)ccc2c1oc(=O)c1ccccc12	1%	-5%	4%	0.9%	6%
Cc1ccc(NC(=O)COC(=O)c2cc(Cl)ccc2Cl)c(Br)c1	-4%	-41%	?	0.4%	?
COc1ccc(Nc2nc(C)nc3c2oc2ccccc23)c(OC)c1	-3%	-12%	2%	1.1%	5%
CCc1sc(C(C2C(=O)CC(C)(C)CC2=O)C2C(=O)CC(C)(C)CC2=O)cc1[N+](=O)[O-]	-4%	4%	11%	0.6%	?
CCNc1nc(NCC)n2c(SCC(=O)Nc3cc(Cl)ccc3OC)nnc2n1	-1%	-10%	0%	11%	2%
C=CCN1CCN(c2ccncc2S(=O)(=O)N2CCCCC2)CC1	-12%	18%	-12%	i	-1%
Clc1ccc(C2CC(c3cccs3)n3ncnc3N2)c(Cl)c1 (configuration not stated)	-7%	5%	13%	6.9%	?
COc1cc(/C=C/c2ccc3cccc(O)c3n2)c(Br)cc1O	-18%	-13%	?	26%	?
Cn1c(Cn2c(=O)sc3ccccc32)nnc1SCC(=O)Nc1ccc(Cl)cc1	12%	-3%	-2%	i	-21%
O=C(O)COc1ccc(S(=O)(=O)c2ccc(OCC(=O)O)cc2)cc1	-2%	4%	-7%	1.4%	-3%
CCCCN(C(=O)C1CCCC1)c1c(N)n(Cc2ccccc2)c(=O)[nH]c1=O	nt	-24%	-8%	i	5%
O=C(C1CCN(c2nnc(-n3cccc3)s2)CC1)N1CCc2ccccc2C1	-1%	29%	?	0.7%	nt
Cc1nnn(C23CC4CC(CC(CC(=O)Nc5ccc(C)c(C)c5)(C4)C2)C3)n1	-9%	-7%	3%	i	23%	VEEV TC-83 Vero 10K pilot screen=0.4
CCC(C)Sc1cc(-c2nc3cc(C)ccn3c2NC2CCCCC2)ccc1OC (configuration not stated)	nt	6%	?	i	50%
CCOc1cc(/C=N/Nc2nc(N3CCCC3)nc(N3CCCC3)n2)ccc1O	-5%	-12%	3%	i	-10%
Cn1c(C2CCCCC2)nc2cc(N)ccc21	2%	-3%	-4%	i	9%
CC(C)(C)C(=O)NCCN1C(=O)S/C(=C\c2ccc([N+](=O)[O-])cc2)C1=O	-6%	8%	5%	0.6%	14%
COCc1c(C(=O)N/N=C\c2ccccn2)nnn1-c1nonc1N	5%	8%	2%	2.8%	-1%
CC(NC(C)(C)C)C(=O)c1cccc(Cl)c1 (configuration not stated)	-8%&9%	-3%	0%&7%	1.7%	-7%&-4%
O=C(NCC1CCCCC1)c1ccccc1[N+](=O)[O-]	2%	-1%	4%	1.1%	4%
O=C(NC(=S)N1CCN(Cc2ccc3c(c2)OCO3)CC1)c1ccc(Cl)cc1	-2%	0%	?	0.9%	i
CCC(c1nnnn1C1CCCC1)N(Cc1cccs1)Cc1cc2cc(C)ccc2[nH]c1=O (configuration not stated)	-5%	8%	16%	9.3%	62%
Cn1cc(CNC(=O)COc2ccc(Cl)cc2Cl)cn1	8%	-3%	8%	1.4%	18%
CCOC(=O)CSc1nc2ccccc2c(=O)n1CCC(=O)NCCc1ccc(OC)c(OC)c1	-10%	-1%	1%	1.2%	10%
COc1ccc(/C=C/C(=O)Nc2sc3c(c2C(=O)NCc2cccnc2)CCCC3)cc1	2%	-4%	-5%	7.6%	18%
COc1cccc(C(=O)O[C@@H]2[C@H](Cc3ccccc3)NS(=O)(=O)[C@H]3C[C@@H]4C=C[C@]23O4)c1	nt	4%	-3%	0.4%	36%
O=c1oc2c(Cl)cc(Cl)cc2cc1-c1nnc(Nc2ccccc2F)s1	-4%	nt	0%	nt	76%
Cc1ccc2nc(SCC(=O)N3CCN(c4ccccc4)CC3)nc(=O)n2c1	4%	0%	-7%	9.4%	-7%
COc1ccccc1C1CC(c2ccccc2)=NN1C(=O)c1ccccc1 (configuration not stated)	-2%	21%	9%	i	6%
CCn1cc(C(=O)NCCCOC(C)C)c2cc(OC)c(OC)cc2c1=O	2%	-7%	3%	2.7%	4%
O=C(CCc1c[nH]c2ccccc12)N1CCCCCCC1	-6%	3%	0%	8.0%	18%
Cn1c(=S)n(CCC(=O)O)c2ccccc21	-13%	5%	4%	0.1%	-12%
Cc1cnc(NC(=O)CCN2C(=O)C3CCCCC3C2=O)s1 (configuration not stated)	4%	-17%	-1%	1.5%	-9%
Cc1ccc(NC(=O)NC(=O)COc2ccc(Cl)cc2Cl)c(C)c1	-12%	0%	4%	i	-1%
CN1CCN(C(=O)c2ccc3c(c2)NC(=O)C(C)(C)O3)CC1	-3%	-4%	0%	2.1%	-1%
CC(Oc1ccc(C(=O)NCCc2ccccc2)cc1)C(=O)O (configuration not stated)	6%	4%	-9%	2.1%	-1%
CCc1ccc(-n2c(=O)c3ccccc3n3c(=S)[nH]nc23)cc1	8%	0%	-6%	i	2%
O=C(Cn1cnc2c(cnn2-c2ccc(Cl)cc2)c1=O)NCC1CCCO1 (configuration not stated)	0%	-19%	-4%	5.8%	-5%
CCOc1ccc(-n2c(C)nc(O)c2N=Nc2ccccc2)cc1	2%	25%	21%	0.5%	1%
CSc1nc(C)c2c(c1C#N)CCCC2	-3%	-12%	0%	i	-6%	VEEV TC-83 Vero 10K pilot screen=0.0
Cc1ccc(O)c(C(=O)c2cnn(-c3ccccc3)c2)c1	3%	5%	9%	7.0%	12%
CC(C)n1c(SCC(N)=O)nc2c1c(=O)n(C)c(=O)n2C	-1%	-7%	-9%	0.5%	-14%
CC1CCN(CC(=O)Nc2ccccc2C(=O)NC2CC2)CC1	nt	-12%	-6%	2.0%	-2%
CCC(Sc1nnc(C)c(=O)[nH]1)C(=O)Nc1cccc2ccccc12 (configuration not stated)	17%	10%	30%	2.2%	3%
CCCCn1nc2cc(C(=O)NCC34CC5CC(CC(C5)C3)C4)ccc2c1OCC	-2%	4%	51%	i	23%	VEEV TC-83 Vero 10K pilot screen=1.0
COC(=O)C1=C(NC(=O)C(C)(C)C)CCS1	-6%	-4%	6%	1.0%	25%
COc1ccc(C(=O)N[C@H](C(=O)Nc2nc3ccccc3[nH]2)C(C)C)cc1	3%	-4%	0%	11%	-3%
N#CC1=C(N)Oc2ccc3ccc(O)cc3c2C1c1ccsc1 (configuration not stated)	nt	4%	nt	1.1%	nt

Additional entries follow:
SMILES	PhoP GFP inhibition	H1N1 NS1A inhibition	M. tuberculosis HTS	VEEV TC-83 Vero	tuberculosis growth	others
Cc1nc(N)[nH]c(=O)c1CCCNc1ccc(CCCCC2(CCl)OCCO2)cc1	nt	-9%	nt	0.3%	nt
Cc1nn(Cc2c(F)c(F)c(F)c(F)c2F)c(C)c1NC(=O)c1nn(C)cc1Br	-7%	-10%	-10%	2.7%	-10%
O=C(O)CNS(=O)(=O)c1ccc(F)cc1	-4%	-1%	-12%	0.8%	-4%
COc1cccc(C2CC(c3cccc(Br)c3)n3ncnc3N2)c1 (configuration not stated)	-8%	-4%	3%	4.8%	43%
CC(C)=CC(=O)OCC(=O)Nc1ccccc1Cl	3%	-18%	2%	5.3%	17%
O=C(CSC1CC(=O)N(CCc2ccccc2)C1=O)Nc1ccc(Cl)cc1 (configuration not stated)	6%	-8%	-4%	2.7%	?
Cc1cccc(NC(=O)CSc2nc3ccccc3nc2N2CC(C)OC(C)C2)c1 (configuration not stated)	3%	3%	-3%	8.7%	8%	VEEV TC-83 Vero 10K pilot screen=3.7
Cc1ccc(C(=O)C(OC(=O)CNS(=O)(=O)c2ccccc2)c2ccccc2)cc1 (configuration not stated)	0%	1%	5%	i	7%
COc1ccc(/C=N/Nc2nc(-c3ccc(C)cc3)c(NC(C)=O)s2)cc1	0%	6%	45%	8.1%	?
O=[N+]1C2=C(CCCC2)N([O-])C12CCCC2	-5%	-13%	6%	0.3%	1%
Cc1ccc(-c2csc(N3CCC[C@@H]3C(=O)NCCn3c(-c4ccncc4)nc4ccccc43)n2)cc1	-37%	5%	58%	5.5%	49%
C/C=C/c1ccc(OCCCCn2cncn2)c(OC)c1	10%	15%	-5%	0.8%	-6%
Cc1cc(C)c2nc(N3CCC(C(=O)NCCCN4CCCCC4)CC3)sc2c1	3%	0%	4%	1.7%	24%
c1ccc(CSc2nnc3ccc(-c4ccco4)nn23)nc1	20%	18%	-5%	i	7%
CN(C)CC1CCCCC1=O (configuration not stated)	-2%	5%	-8%	1.4%	16%
CN(C(=O)CSc1nnc(Nc2ccccc2F)s1)C1CCS(=O)(=O)C1 (configuration not stated)	nt	-6%	5%	3.8%	-6%
O=[N+]([O-])c1cc(Cl)ccc1Nc1ccccc1	-2%	17%	-6%	i	7%
Cc1ccccc1C(=O)NNC(=O)C1CCCN(c2ncccn2)C1 (configuration not stated)	-4%	-4%	-3%	0.0%	-10%
CC(C)CCNC(=O)C(c1ccco1)N(Cc1ccccc1)C(=O)c1snc(C(N)=O)c1N (configuration not stated)	-4%	3%	5%	i	35%	VEEV TC-83 Vero 10K pilot screen=9.0
Cc1c(C=O)c2ccccc2n1CC(=O)N1CCc2ccccc2C1	12%	25%	0%	0.3%	23%
O=C1/C(=C\c2ccccc2Cl)SC(=S)N1CCC(=O)N1CCCc2ccccc21	0%	14%	15%	9.7%	26%
CN(CC(=O)Nc1cccc(F)c1)C(=O)CCc1nc2cc(S(=O)(=O)N3CCOCC3)ccc2n1C	-3%	-2%	-4%	0.6%	-6%
Cc1ccc(C(=O)N2CC(C)CC(C)C2)cc1NC1=NC2CS(=O)(=O)CC2S1 (configuration not stated)	-6%	0%	-1%	0.4%	-9%
Cc1cccc(OCCNc2cc(N3CCN(C)CC3)ccc2[N+](=O)[O-])c1	-4%	20%	?	3.7%	?
COc1ccc(-c2nc(CS(=O)(=O)CC(=O)NCCc3ccccc3)c(C)o2)cc1	2%	-2%	-5%	1.9%	-4%
Nc1nc(-c2cc(O)ccc2[N+](=O)[O-])cc(-c2ccccc2)c1[N+](=O)[O-]	-10%	0%	10%	i	-12%
Cc1[nH]c2ccccc2c1C(=O)C(C)Sc1nnc(C2CC2)o1 (configuration not stated)	nt	-5%	-12%	8.6%	29%
C/C(=N\NC(=O)c1ccc2ccccc2c1)c1cccnc1	0%	24%	6%	3.6%	-1%
Cc1cc(C(=O)O)ccc1-n1c(C)cc(C=C2C(=O)c3ccccc3C2=O)c1C	-9%	-7%	3%	7.9%	3%
Cn1c(SCC(N)=O)nnc1C1CCN(S(=O)(=O)c2ccccc2C(F)(F)F)CC1	11%	0%	-3%	0.3%	-2%

A draw from above in order of SMILES length, smallest number first:
SMILES	PhoP GFP inhibition	H1N1 NS1A inhibition	M. tuberculosis HTS	VEEV TC-83 Vero	tuberculosis growth	others
CCc1ccc(-n2c(=O)c3ccccc3n3c(=S)[nH]nc23)cc1	8%	0%	-6%	i	2%
CCOC(=O)CSc1nc2ccccc2c(=O)n1CCC(=O)NCCc1ccc(OC)c(OC)c1	-10%	-1%	1%	1.2%	10%
CN(CC(=O)Nc1cccc(F)c1)C(=O)CCc1nc2cc(S(=O)(=O)N3CCOCC3)ccc2n1C	-3%	-2%	-4%	0.6%	-6%

(listing goes on)
SMILES	PhoP GFP inhibition	H1N1 NS1A inhibition	M. tuberculosis HTS	VEEV TC-83 Vero	tuberculosis growth	others
O=C(Cn1nnc(-c2ccccc2)n1)NNC(=O)c1cccc([N+](=O)[O-])c1	14%	-4%	0%	i	-15%
COc1c(C)cc(C(=O)C2CCCN(Cc3cccc(C)n3)C2)cc1C (configuration not stated)	-6%	4%	?	i	68%
Cc1nnc(N2C(=O)c3oc4ccccc4c(=O)c3C2c2ccco2)s1 (configuration not stated)	-11%	0%	9%	0.5%	-22%
Nc1ncnc(SCc2c(F)cccc2Cl)n1	5%	nt	10%	3.8%	6%
CCOC(=O)c1ccc(NC(=O)Nc2ccc(OC)c(OC)c2)cc1	-17%	12%	0%	7.9%	33%
Cc1ccc(NC(=O)CCNS(=O)(=O)c2ccc3[nH]c(=O)oc3c2)cc1F	-1%	-3%	6%	i	0%
O=S(=O)(/N=C(/Sc1ccccc1)c1ccccc1)c1ccccc1	-4%	-3%	5%	i	?
Cn1c(=O)c2c(nc(N3CCNCC3)n2Cc2ccccc2Cl)n(C)c1=O	16%	14%	2%	i	-3%
NC(=O)c1nsc(C(=O)N(c2ccccc2)C(C(=O)NCc2ccc(F)cc2)c2ccc(O)cc2)c1N (configuration not stated)	1%	-6%	8%	12%	4%
